# MEKK2mut PB1 HTS: MEK5 binding signal on mutant MEKK2 PB1, primary screen, biochemical, multiplex bead flow cytometry, Alexa488-MEK5. 290,000 tested, 0.35% active. percent response, % at 10 µM. Alexa488-MEK5 binding to MEKK2 mutant; in the data active = percent response above about 24%, passing the limit was not always enough; also: inactives centre near 1; some results filed as inactive read as strong as hits; reference of the scale not given here
# GalR3 antag: GalR3 antagonists in HEK293 cells, primary screen, cell-based, fluorescence readout. Galanin receptor type 3 (Homo sapiens), O60755. HEK293 GalR3-CNG cAMP membrane potential fluorescence; galR3 body fused to GalR1 C-terminus. inhibition, % at 3 µM. 360,000 tested, 0.44% active. AID 651719, 2012;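 active = inhibition above the screen-wide average plus 3 SD, cut at about 13% in these data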;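 also: forskolin and galanin both at EC90 stimulate the cells; cAMP rise reported by CNG channel membrane potential dye signal; 0% = forskolin plus galanin with DMSO and 100% = forskolin alone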
# Target sequence (O60755 1-299 limits assumed): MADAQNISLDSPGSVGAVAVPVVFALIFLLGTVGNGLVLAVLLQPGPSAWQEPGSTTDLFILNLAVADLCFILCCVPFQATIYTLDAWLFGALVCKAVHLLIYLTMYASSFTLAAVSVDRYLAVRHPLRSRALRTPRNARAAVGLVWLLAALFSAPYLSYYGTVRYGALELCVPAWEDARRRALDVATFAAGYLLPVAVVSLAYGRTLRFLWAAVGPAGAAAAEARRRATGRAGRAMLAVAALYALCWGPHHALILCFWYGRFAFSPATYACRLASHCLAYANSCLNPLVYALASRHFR
# DNA FID counter: compounds displacing fluorescent DNA intercalator, primary screen, artefact control for HCV NS3 helicase inhibitor project, biochemical, FID fluorescence; inhibition, % at 7.9 µM; DNA fluorescent intercalator displacement; 290,000 tested, 0.17% active; in the data active = inhibition above about 37%;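 also: 0% = vehicle and 100% = reference compound; higher means more ethidium bromide displaced from hairpin DNA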
# MEKK2wt PB1 HTS: modulators of MEK5 binding to wildtype MEKK2, primary screen, biochemical, multiplex bead flow cytometry, Alexa488-MEK5 | Mitogen-activated protein kinase kinase kinase 2 (Homo sapiens), Q9Y2U5 | binding response (% of control), % at 10 µM | Alexa488-MEK5 binding to MEKK2 WT; actives lie on both sides | AID 1531, 2009 | 290,000 tested, 1.1% active; in the data active = binding response below about 67% or above about 130%
# CRFR2-BP ag: agonists of CRF-BP/CRF-R2 complex, primary screen, cell-based, HEK293, calcium dye fluorescence, uHTS. CRF-binding protein / CRF receptor 2 complex (human). calcium dye fluorescence (FLIPR); percent of saturating CRF peptide response. activation, % at 13.2 µM. 350,000 tested, 0.46% active;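 active = activation of at least 50%, plus an integration ratio under a set limit after plate pattern correction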;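 also: plate controls were neutral control wells without compound for no effect and CRF at EC100 for full effect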
# CRFR2-BP antag: antagonists of CRF-BP/CRF-R2 complex, primary screen, cell-based, HEK293, calcium dye fluorescence, uHTS | CRF-induced calcium fluorescence | inhibition, % at 11.8 µM | 350,000 tested, 0.59% active | AID 588475, 2011;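 active = inhibition of the ligand-induced calcium signal above about 50% at the single tested concentration, limit read from the data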
# UBC9 SUMO inh: inhibitors of in vitro SUMOylation cascade, primary screen, biochemical, HTRF, uHTS. HTRF SUMOylation assay, SAE1/SAE2 + UBC9. 290,000 tested, 0.36% active. SUMO-conjugating enzyme UBC9 (Homo sapiens), P63279. inhibition, % at 35 µM. AID 2006, 2009; in the data active = inhibition above about 50%, passing the limit was not always enough; also: strong numbers were not always called active
# Target sequence (P63279 whole entry, looked up): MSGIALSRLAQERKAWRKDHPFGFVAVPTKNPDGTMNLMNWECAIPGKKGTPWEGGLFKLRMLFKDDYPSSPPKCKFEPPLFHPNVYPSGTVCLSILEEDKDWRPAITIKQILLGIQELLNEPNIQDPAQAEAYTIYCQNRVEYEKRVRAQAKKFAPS
# NS3 helicase inh: inhibitors of HCV NS3 helicase, primary screen, biochemical, Cy5 molecular beacon fluorescence. 290,000 tested, 0.56% active. AID 1800, 2009. Hepatitis C virus NS3 helicase. NS3 helicase DNA unwinding. inhibition, % at 10.9 µM;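 active = inhibition above the mean of all tested compounds plus 3 SD, set per campaign, cut at about 35% in these data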;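 also: 0% = DMSO wells and 100% = thioflavine S control wells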
#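 Assay system: hepatitis C virus NS3 helicase domain fragment enzyme. Also added: annealed dual-labelled DNA beacon duplex, ATP-started. Timing: 1 h reaction at 25 °C, ATP-initiated. Technique: Cy5 fluorescence at 0 and 60 min, beacon hairpin quenching. Evaluation: % inhibition of unwinding. Replication: one well per compound.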
# MEKK3 PB1 HTS: modulators of MEKK3-MEK5 PB1 binding, primary screen, biochemical, wildtype MEKK3, multiplex bead flow cytometry, Alexa488-MEK5. binding response (% of control), % at 10 µM. Mitogen-activated protein kinase kinase kinase 3 (Homo sapiens), Q99759. 290,000 tested, 1.4% active. bead-based flow cytometry, Alexa488-MEK5 binding to MEKK3; actives lie on both sides; 0 = blocked by unlabeled MEK5, 100 = vehicle;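 active = binding response more than 3 SD above or below the average of its plate-row segment, actives on both sides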;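 also: Alexa488 bead fluorescence after subtracting the streptavidin-only scavenger bead signal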
# Target sequence (Q99759 whole entry, looked up): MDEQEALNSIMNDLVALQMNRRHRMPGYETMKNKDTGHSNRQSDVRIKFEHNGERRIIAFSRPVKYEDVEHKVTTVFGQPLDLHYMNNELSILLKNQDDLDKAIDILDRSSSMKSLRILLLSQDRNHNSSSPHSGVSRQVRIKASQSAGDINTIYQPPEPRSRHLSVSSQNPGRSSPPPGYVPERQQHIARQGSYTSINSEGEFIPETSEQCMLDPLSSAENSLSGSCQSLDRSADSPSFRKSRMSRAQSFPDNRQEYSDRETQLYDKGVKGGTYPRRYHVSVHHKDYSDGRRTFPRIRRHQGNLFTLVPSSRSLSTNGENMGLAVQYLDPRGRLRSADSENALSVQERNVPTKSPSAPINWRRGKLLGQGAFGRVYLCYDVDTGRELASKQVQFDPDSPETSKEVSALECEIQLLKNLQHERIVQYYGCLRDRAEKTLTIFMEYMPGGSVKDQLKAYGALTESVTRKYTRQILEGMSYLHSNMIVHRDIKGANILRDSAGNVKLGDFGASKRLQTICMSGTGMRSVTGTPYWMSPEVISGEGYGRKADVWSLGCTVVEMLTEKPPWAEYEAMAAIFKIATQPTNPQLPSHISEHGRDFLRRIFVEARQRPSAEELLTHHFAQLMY
# * = called active by the depositor; . = no result given.
SMILES,MEKK2mut PB1 HTS,GalR3 antag,DNA FID counter,MEKK2wt PB1 HTS,CRFR2-BP ag,CRFR2-BP antag,UBC9 SUMO inh,NS3 helicase inh,MEKK3 PB1 HTS
COc1ccc(S(=O)(=O)N2CCC(C(=O)NCCc3ccccc3)CC2)cc1,12,-8,-24,103,0.3,6,-1,9,103
COc1c2c(nc3occc13)C(CC=C(C)C)(OC)C(OC(C)=O)CC2 (stereo not drawn),4,1,-17,100,2.6,-2,-28,-7,99
Cc1nc(C)c(NC(=O)N2CCc3ccccc32)cc1NC(=O)N1CCc2ccccc21,6,0,-8,100,0.1,8,0,-3,99
Clc1cccc(Cl)c1Cn1ccc(C2CC2)n1,-1,-3,-5,101,-2.5,14,-5,0,101
CC(=O)c1ccc(NC(=O)Nc2cccnc2)cc1,1,-4,-9,105,3.7,11,58*,0,102
O=C(Nc1cccnc1Cl)c1cccnc1Cl,5,-5,-2,107,-0.1,-8,-5,15,105
Cn1nc([N+](=O)[O-])nc1N1CCN(c2ccc(F)cc2)CC1,7,-3,4,102,0.8,-3,12,8,96
CCCCn1nc2cc(C(=O)NCc3ccc(OC)cc3)ccc2c1OCC,1,-4,-31,106,1.7,6,26,11,106
CN(c1ccccc1)S(=O)(=O)c1nnc(NC(=O)COc2ccccc2)s1,14,3,-26,100,-1.1,8,.,9,104
CCOc1ccc(NC(=O)C2CCCN(S(=O)(=O)c3ccc4[nH]c(=O)ccc4c3)C2)cc1 (stereo not drawn),5,-7,-31,103,0.8,31,40,3,106
COCCn1c(=S)[nH]c2cc(C(=O)N(CCO)Cc3ccccc3)ccc2c1=O,1,-8,-42,101,-0.5,-4,6,8,102
Cc1ccc(CCNC(=O)C2CCN(S(=O)(=O)N3CCOCC3)CC2)cc1,0,-6,-25,96,-1.5,16,14,0,98
CCOC(=O)c1sc(=NC(=O)c2ccc(Br)cc2)n(C)c1C,-6,-1,3,93,0.0,1,.,0,96
Fc1ccc(-c2nnc(-c3ccc(Cl)cc3)o2)cc1,4,-7,1,100,1.6,-7,9,2,100
Cc1cc(=O)oc2cc(OCC(=O)Nc3ccc(S(=O)(=O)N(C)C)cc3)ccc12,-2,-7,-10,99,-0.7,-14,6,3,102
O=C(Cc1cccs1)NCc1ccccc1F,7,-6,3,113,-3.0,18,2,-1,110
O=C(CSc1nc(N2CCOCC2)nc(N2CCOCC2)n1)Nc1cccc(C(F)(F)F)c1,7,-1,-25,108,0.5,2,8,-6,100
O=C(OCC(=O)c1c[nH]c2ccccc12)c1ccc(Br)o1,-7,.,3,89,-0.8,-2,-1,-10,79
C=CCOC(=O)C1=C(C)NC(C)=C(C(=O)OCC=C)C1c1cn(-c2ccccc2)nc1-c1ccco1,1,-5,4,106,1.4,4,6,9,109
COc1ccccc1N1C(=O)CC(Sc2nccc(C)n2)C1=O (stereo not drawn),7,-5,-3,110,-1.5,13,-18,0,105
CCN(C(=O)CSc1ncnc2sc(C)c(C)c12)C1CCS(=O)(=O)C1 (stereo not drawn),-12,-2,-12,73,1.1,11,20,-2,82
COC(=O)/C(C#N)=C/c1ccc(OC(=O)c2ccccn2)cc1,-3,-5,-2,95,-0.3,6,11,1,92
OCC1CCCCN1C(=S)Nc1cccc(Cl)c1 (stereo not drawn),1,-6,-2,99,1.2,8,4,-2,97
O=C(O)CC(C(=O)Nc1ccc(Cl)c(Cl)c1)C1CCCO1 (stereo not drawn),-1,-2,1,98,1.2,13,21,-2,95
CC(C)C1N(C(=O)N(C)C)CCN1S(=O)(=O)c1ccccc1 (stereo not drawn),-8,-4,-5,94,1.0,9,-6,6,97
# (more compounds)
SMILES,MEKK2mut PB1 HTS,GalR3 antag,DNA FID counter,MEKK2wt PB1 HTS,CRFR2-BP ag,CRFR2-BP antag,UBC9 SUMO inh,NS3 helicase inh,MEKK3 PB1 HTS
COc1ccc(Oc2nc3c(c(=O)n(C)c(=O)n3C)n2C)cc1,1,-4,-7,103,-0.6,-7,4,-2,103
O=C(/C=C/c1ccccc1)c1c[nH]c2ccccc12,-15,-8,-1,98,-2.6,4,7,-11,92
COc1ccc(OC)c(/C=C2\Oc3cc(OCC(=O)N4CCC[C@H]4C(=O)O)ccc3C2=O)c1,2,.,-8,102,4.1,11,14,0,103
CCOC(=O)Cc1c(Sc2ccccc2)c2ccccc2n1C,15,-5,-6,117,2.8,37,-16,-1,103
COc1cc(/C=N/n2cnnc2)ccc1OCC(=O)N1CCOCC1,-1,-6,-1,96,1.8,-7,-6,0,94
Cc1[nH]nc2c1C(C(C)C)C(C#N)=C(N)O2 (stereo not drawn),11,-2,-1,108,-0.9,-3,-4,3,107
CCOc1ccc2nc(NCCNC(=O)Nc3ccccc3)c(C#N)cc2c1,-2,1,-4,95,20,-14,49,0,100
COc1cc(CN2CCN(Cc3ccc(C)cc3)CC2)c([N+](=O)[O-])cc1OC,-7,-7,0,100,-0.9,-3,1,3,99
COc1ccc(C(C)=O)cc1CSc1nnc(C)n1-c1ccccc1,-1,-7,-15,103,-2.4,18,-12,1,107
c1ccc(COc2ccc(-c3csnn3)cc2)cc1,0,.,4,104,1.1,12,14,-3,102
CCOC(=O)N1CCC(NC(=O)c2ccc3c(c2)N(Cc2ccc(F)cc2)CCS3)CC1,0,-3,-15,94,-0.6,35,3,13,100
CC(C)C(=O)N1CCN(C2=NS(=O)(=O)c3ccccc32)CC1,5,0,-4,108,-1.1,11,6,5,108
COc1ccc(OCC(=O)NNC(=O)C(=O)Nc2ccc(C)cc2)cc1,-2,4,-16,98,0.0,13,5,0,98
C/C(CC(=O)Nc1ccc(Cl)c(C(F)(F)F)c1)=N\NC(=O)c1ccccc1O,-1,-5,1,100,11,-14,0,41*,104
CC(/C=C/c1cccc([N+](=O)[O-])c1)=N/NC(=O)c1cccnc1,-4,-5,-5,87,-0.7,-18,3,5,92
CCN1C(=O)C(CC(=O)Nc2ccc(F)cc2)N(CCCN2CCN(c3ccc(F)cc3)CC2)C1=S (stereo not drawn),25,-1,30,143*,26,-44,-11,-87,107
COc1ccc(C(=O)NCCOc2ccccc2Cl)c(OC)c1OC,4,1,-34,104,-1.5,5,7,-10,104
O=C(CO/N=C/c1ccccc1)Nc1c(F)c(F)c(F)c(F)c1F,-2,0,-3,97,-0.1,-3,-15,-5,102
COc1ccc(N2CCN(S(=O)(=O)c3ccc(OC)cc3)CC2)cc1,4,3,-27,107,6.0,10,-23,-1,105
CCOC(=O)N/N=C\C=C\c1ccco1,-2,-3,-4,95,-1.2,6,24,18,94
CC(C)(C)c1ccc(OCCC(=O)Nc2cccc(S(=O)(=O)N3CCOCC3)c2)cc1,7,1,-17,110,0.8,4,-19,-24,107
C=CCn1c(N)c(C(=O)NCc2cccnc2)sc1=S,0,-2,-3,100,-0.2,2,20,12,98
COc1ccc(C)cc1NC(=O)C1CCCN(S(=O)(=O)c2cccnc2)C1 (stereo not drawn),6,-1,-21,101,0.3,-1,6,12,104
Cc1ccc(OCc2ccc(C(=O)Nc3ccc(S(N)(=O)=O)cc3)o2)cc1,-2,-6,-8,101,0.0,6,12,-9,102
COc1cc(C(=O)Nc2ccc(C(C)=O)cc2)c(Br)c(OC)c1OC,-3,-6,-11,96,-4.2,1,-2,-2,94

# Some entries already given, limited to CRFR2-BP ag.
mol | CRFR2-BP ag
CCN(C(=O)CSc1ncnc2sc(C)c(C)c12)C1CCS(=O)(=O)C1 (stereo not drawn) | 1.1
COc1ccc(N2CCN(S(=O)(=O)c3ccc(OC)cc3)CC2)cc1 | 6.0
COc1cc(C(=O)Nc2ccc(C(C)=O)cc2)c(Br)c(OC)c1OC | -4.2

# Later entries.
SMILES,MEKK2mut PB1 HTS,GalR3 antag,DNA FID counter,MEKK2wt PB1 HTS,CRFR2-BP ag,CRFR2-BP antag,UBC9 SUMO inh,NS3 helicase inh,MEKK3 PB1 HTS
CC(C)C(=O)Nc1ccc(Cc2ccc(NC(=O)C(C)C)c(O)c2)cc1O,2,-4,-10,102,-0.4,14,12,-9,104
COc1cc(C(C(=O)Nc2c(C)cccc2C)N(C)C(=O)c2ccc(-n3cnnn3)cc2)ccc1O (stereo not drawn),-15,-2,-14,72,-2.1,-7,8,13,63
Cc1ccc(S(=O)(=O)n2nc(C)c(C#N)c2N)cc1,1,-3,2,104,-4.4,-3,3,5,114
CCC(C)N1C(=O)CCC1C(=O)NCc1ccc2c(c1)OCO2 (stereo not drawn),-5,3,1,97,0.4,6,17,-3,99
CCN(CC)C(=O)C(C)OC(=O)COc1ccc(Cl)cc1C (stereo not drawn),-2,-5,-22,98,-2.2,1,14,15,100
CCOCCCNC(=O)c1cn(CC)c2ccc(S(=O)(=O)N3CCCC3)cc2c1=O,4,-7,-31,102,0.7,-8,3,7,100
COCCCn1nnnc1SCC(=O)N1c2ccccc2CC1C (stereo not drawn),-1,0,-8,98,-3.4,9,20,-3,99
S=C(Nc1ccc(Cl)cc1)N(CCCN1CCOCC1)Cc1ccco1,-1,-11,10,103,4.0,-3,19,2,97
CCn1ccnc1CN(C)C(=O)c1cc(COc2ccc(Cl)cc2OC)on1,11,-2,-19,108,-2.0,-2,-8,10,106
O=C(Oc1ccccc1-c1nnco1)c1ccccc1,0,-4,-10,97,-1.3,12,9,-1,98
CCNc1cc2oc(=O)c(CN3CCOCC3)c(C)c2cc1C,4,0,-4,103,-1.1,20,40,11,104
c1ccc(-c2csc(N3CCSCC3)n2)cc1,-43,-6,-3,107,0.1,-20,-23,-9,92
Clc1cccc(CNCCCSc2ncccn2)c1,27*,-3,3,139*,-2.4,-5,8,-2,114
Cc1cc(C)cc(OCCn2ccnc2)c1,8,-1,-1,108,4.8,37,4,2,105
O=C(CSc1nc(-c2ccccc2)cc(=O)[nH]1)Nc1ccccc1,6,-7,-5,102,-0.7,4,3,-3,104
O=C1c2ccccc2C(=O)C12OC(c1ccccc1)C1(C(=O)c3ccccc3C1=O)C2c1ccc([N+](=O)[O-])cc1 (stereo not drawn),-2,-1,-36,102,-1.2,31,.,19,98
CCCCNCc1cc(OCC)c(OCC(N)=O)cc1Br,-1,-7,2,99,6.1,15,5,8,98
CCC(=O)Nc1ccc(NC(=S)NC(=O)/C=C/c2ccco2)cc1,0,-12,-15,97,-1.2,-2,-17,8,95
CC(=O)c1ccc(NC(=O)CCNS(=O)(=O)c2cccc3nonc23)cc1,2,-6,-4,95,-1.0,-21,4,4,104
CC(OC(=O)c1cccn1C)C(=O)Nc1ccc2c(c1)OCO2 (stereo not drawn),-11,-2,-1,93,0.6,-9,13,4,96
Cc1cc(C(=O)Nc2cccc(C)c2C)n(-c2ccccc2)n1,1,-11,-6,100,-3.9,20,9,11,99
COc1ccc(/C=C/C(=O)OCC(=O)Nc2cc(C(F)(F)F)ccc2Cl)cc1,-1,0,1,99,1.3,-13,3,3,99

# These rows are one share of the data; the hit share may differ from the screen's.
